# Screening data (PubChem)
# TAAR1 ag = agonists of human TAAR1. Q96RJ0. CHO RD-HGA16 TAAR1, Fluo-8 calcium fluorescence; vehicle wells 0%, saturating PEA agonist 100%. activation, % at 3 µM. actives 0.99% (n = 360,000). AID 624467;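 active = activation above the mean activation of all test compounds in the run plus 3 SD, cut at about 38% in these data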
# Target sequence (Q96RJ0 whole entry, looked up): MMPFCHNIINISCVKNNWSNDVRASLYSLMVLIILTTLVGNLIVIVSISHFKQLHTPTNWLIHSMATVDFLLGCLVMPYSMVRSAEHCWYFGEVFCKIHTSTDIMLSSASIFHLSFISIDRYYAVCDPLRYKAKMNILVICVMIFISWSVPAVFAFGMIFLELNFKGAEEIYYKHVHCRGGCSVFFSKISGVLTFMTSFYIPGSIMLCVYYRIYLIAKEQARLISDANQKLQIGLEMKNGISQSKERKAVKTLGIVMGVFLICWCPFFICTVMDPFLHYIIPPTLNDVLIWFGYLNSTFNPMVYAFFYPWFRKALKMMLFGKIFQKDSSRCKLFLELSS
#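 Test system: RD-HGA16 (CHO) cells co-expressing Gα16 and hTAAR1 / Benchmarks: DMSO vehicle as 0%, PEA at EC100 as 100% / Repeats: no replicates (n 1) / Measure: % activation from peak over basal fluorescence ratio, DMSO-to-PEA scaled / Timing: 17-24 h plating, Fluo-8 75 min 37 °C, 30 min RT / Technique: kinetic Fluo-8 calcium fluorescence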
# CHO-K1 Ca antag = M1 antagonist counterscreen hit in parental CHO-K1 cells; inhibition, % at 3 µM; AID 602250; actives 0.6% (n = 360,000); ATP-induced calcium, Fluo-8 fluorescence;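 active = inhibition above a per-plate cutoff, the plate's mean sample inhibition plus 3 SD, cut at about 24% in these data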;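 also: 0% = DMSO plus EC80 ATP and 100% = DMSO alone without ATP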
# TAAR1 antag = antagonists of human TAAR1 | CHO RD-HGA16 TAAR1, Fluo-8 calcium fluorescence, antagonist | inhibition, % at 3 µM | actives 1.5% (n = 360,000) | AID 624466;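 active = inhibition above a per-plate cutoff, the mean inhibition of test compounds on that plate plus 3 SD, cut at about 49% in these data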;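 also: 0% = DMSO plus EC80 beta-PEA response and 100% = DMSO alone without agonist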
#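 Test system: RD-HGA16 CHO cells with stable hTAAR1 and Gα16 / Probe or stimulus: EC80 β-phenethylamine stimulus / Times: seeding 17-24 h prior, 75-min 37 °C, 30-min RT dye loading / Detection: Fluo-8 calcium-sensitive fluorescence / Read-out basis: % inhibition scaled between DMSO and EC80 PEA controls / Repeats: singlicate, one well per test compound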
# OXTR potentiator = human OXTR potentiation. P30559. CHO-OTR cells, Fluo-8 calcium fluorescence, potentiator mode; 0% = oxytocin EC15, 100% = EC100. actives 0.061% (n = 320,000). activation, % at 3 µM. AID 2445;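 active = activation above that plate's cutoff, the mean activation of tested compounds plus 3 SD, cut at about 6.6% in these data, passing the limit was not always enough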;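 also: 100% uses oxytocin at 75 nM as the full agonist control; some results filed as inactive read as strong as hits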
#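 Dosing: Single dose, 3.0 µM nominal final compound concentration | Material: Human OTR in CHO cells | Technique: Kinetic Fluo-8 calcium fluorescence | Benchmarks: EC15 oxytocin alone as 0%, 75 nM oxytocin as 100% | Probe or stimulus: Oxytocin at about EC15, sub-maximal agonist stimulus | Incubation: Compound 6 min at room temperature before oxytocin, 100 s read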
# M1 ag parental = M1 agonist counterscreen hit in parental CHO-K1 cells; AID 602248; Fluo-8 calcium fluorescence; scaled to maximal ATP response, vehicle zero; activation, % at 3 µM; actives 0.48% (n = 360,000); in the data active = activation above about 15%;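 also: untransfected CHO-K1 host cells lacking M1 receptor as counterscreen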
# M1 ag = activates human CHRM1 receptor | P11229 | CHO-K1 hM1, Fluo-8 calcium fluorescence, agonist mode; 0% DMSO, 100% acetylcholine EC100 | activation, % at 3 µM | actives 0.33% (n = 360,000) | AID 588814;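 active = activation above the run's mean compound activation plus 3 SD, cut at about 16% in these data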;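 also: peak over basal fluorescence ratio within a 140 s kinetic read after compound addition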
# Target sequence (P11229 whole entry, looked up): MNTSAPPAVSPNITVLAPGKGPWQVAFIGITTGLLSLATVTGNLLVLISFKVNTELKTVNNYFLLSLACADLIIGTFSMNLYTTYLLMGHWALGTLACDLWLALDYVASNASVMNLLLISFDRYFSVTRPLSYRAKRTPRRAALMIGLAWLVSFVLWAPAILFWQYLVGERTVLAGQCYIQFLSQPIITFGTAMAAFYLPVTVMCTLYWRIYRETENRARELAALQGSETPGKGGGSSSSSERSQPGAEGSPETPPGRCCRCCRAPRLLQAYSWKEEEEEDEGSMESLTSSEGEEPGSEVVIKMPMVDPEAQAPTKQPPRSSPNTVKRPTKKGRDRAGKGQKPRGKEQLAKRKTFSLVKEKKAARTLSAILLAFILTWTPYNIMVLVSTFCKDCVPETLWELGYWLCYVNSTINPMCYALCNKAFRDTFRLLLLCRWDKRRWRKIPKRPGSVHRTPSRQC
# CHRM1 antagonist = human CHRM1 antagonism; P11229; CHO-K1 hM1, Fluo-8 calcium fluorescence, ACh EC80 antagonist; inhibition, % at 3 µM; actives 1.3% (n = 360,000); AID 588852;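 active = percent inhibition above its own plate's cutoff, namely the mean of that plate's compound wells plus 3 SD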;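 also: peak over basal fluorescence ratio during 140 s after agonist addition; 0% = ACh EC80 plus DMSO and 100% = DMSO alone without agonist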
# CHO parental Ca = counter-screen for OX1R antagonists: effect in parental CHO cells; actives 0.63% (n = 330,000); parental CHO-K1, ATP-induced calcium, Fluo-8 fluorescence; AID 463079; inhibition, % at 5.6 µM;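 active = inhibition above that plate's mean sample inhibition plus 3 SD, cut at about 26% in these data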;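 also: 0% = ATP-challenged DMSO wells and 100% = DMSO wells without ATP; some compounds past the cut are filed as inactive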
#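 Material – parental CHO cells · Reagent – ATP stimulus · Compound – single nominal dose of 5.6 µM per compound · Detection – Fluo-8 fluorescence · Read-out basis – percent inhibition of calcium signal · Controls – ATP-challenged DMSO wells low, unchallenged DMSO wells high · Repeats – no replicates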
# CHO-K1 Ca PAM = M1 PAM counterscreen hit in parental CHO-K1 cells | AID 602247 | ATP EC20, Fluo-8 calcium fluorescence; 0% at ATP EC20, 100% at ATP max | activation, % at 3 µM | actives 0.02% (n = 360,000);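 active = activation above the run cutoff, the mean activation of all test compounds plus 3 SD, cut at about 40% in these data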;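 also: peak over basal fluorescence ratio in a 140 s read after ATP addition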
# Numbers without * were called inactive; / = no result given.
SMILES,TAAR1 ag,CHO-K1 Ca antag,TAAR1 antag,OXTR potentiator,M1 ag parental,M1 ag,CHRM1 antagonist,CHO parental Ca,CHO-K1 Ca PAM
CCOC(=O)c1nnn(CC(=O)N2N=C(c3cc(C)ccc3C)CC2c2ccc(OC)cc2)c1C(=O)OCC (stereo not drawn),2,-14,-7,-10,1.3,-6,-13,6,22
COc1ccc(/C=C2\N=C(c3ccccc3Cl)NC2=O)cc1,0,1,-10,/,0.3,2,-10,/,3
CC(OC(=O)Cn1cnc2ccccc2c1=O)C(=O)NCc1ccccc1 (stereo not drawn),0,-7,8,-2,0.2,-2,-7,0,11
Cc1cccc(NC(=O)CCC(=O)N/N=C/c2ccco2)c1C,1,0,-5,-9,0.4,-5,-5,-10,21
COc1ccc2cc(C3=CCCC3(C)C(=O)O)ccc2c1 (stereo not drawn),2,-10,6,/,2.3,-4,-15,/,7
Brc1ccccc1-c1nnc2sc(-c3ccc4c(c3)OCCO4)nn12,6,-28,12,-2,0.8,-6,-11,-11,13
Cc1cccc(C)c1NC(=O)C(C)N1CCCC1 (stereo not drawn),7,-6,1,-6,0.2,-5,6,-17,1
COC(=O)c1[nH]c2cc(OC)c(OC)cc2c1/C=N/Nc1ccccc1,5,-11,15,-12,2.9,-4,9,-10,-11
COc1ccc(C(=O)c2c(-c3cccc(C)c3)oc3ccc(N4CCOCC4)cc23)cn1,9,-17,-3,-17,-0.8,-6,-1,-20,16
COc1cc(/C=C/C(=O)Nc2nc3ccc(S(=O)(=O)N(C)C)cc3s2)cc(OC)c1OC,18,4,36,-10,5.6,-1,27,-7,15
CCC(C)NC(=O)C1CCN(C(=O)N(C)C)CC1 (stereo not drawn),1,6,-20,-1,-0.5,4,-6,5,-7
O=C(c1ccc(CSc2nc3ccncc3[nH]2)cc1)N1CCCCCC1,3,-15,-33,-2,4.2,-5,-1,-12,17
Cc1cc(C)c2sc(N(CCN(C)C)C(=O)CCS(=O)(=O)c3ccccc3)nc2c1,8,-9,-3,-8,4.2,-3,-7,-2,-5
CCCN1CCN(C(=O)Cn2nc(C)n3c(cc4sccc43)c2=O)CC1,-1,-22,6,1,0.7,-6,5,-14,38
COc1ccc(C)cc1NC(=O)C1CCCN1C(=O)OCc1ccccc1 (stereo not drawn),0,-1,-1,-7,-0.1,-4,-29,-45,4
Cc1ccccc1NC(=S)N(CCN1CCCCC1)Cc1ccco1,1,-13,-22,-1,4.6,-7,2,2,-8
COc1ccc(C(=O)Nc2cc3c(cc2N2CCCCC2)n(C)c(=O)n3C)cc1OC,-1,-1,4,-3,2.0,-5,-2,-34,3
CCN(CC(=O)Nc1c(F)cccc1F)C(=O)CN(C)S(=O)(=O)c1ccc(F)cc1,0,-2,-17,3,0.7,-2,-4,-4,5
CCN1CCN(c2cc(N3CCc4ccccc4C3)c(F)cc2[N+](=O)[O-])CC1,17,3,7,-11,2.6,-10,-3,-17,7
O=C(NCc1ccccc1)c1ccc[n+]([O-])c1,5,-14,-14,-8,0.2,0,-19,1,3
Cc1ccc(-c2nc3ccccc3c(=O)n2NC(=O)c2cccs2)cc1,8,-10,-1,-6,1.3,-4,-15,-17,17
O=C(NC1CC1)C1CCN(C(=O)c2ccccc2Cl)CC1,3,-8,3,-16,0.5,1,-14,-6,4
CN(CC(=O)Nc1ccc(Cl)cc1)CC(=O)Nc1cccc2ccccc12,2,11,6,-3,0.2,1,-3,-15,-9
N#Cc1ccc(OCC(=O)Nc2nc(-c3ccccn3)cs2)cc1,5,-5,-8,/,4.9,-1,-11,/,20
NS(=O)(=O)c1ccc(CCNc2ccn3nc(-c4ccc(OCCN5CCOCC5)cc4)cc3n2)cc1,4,5,-21,/,0.1,-5,-11,/,-2
COc1ccc([N+](=O)[O-])cc1NC(=O)CSCc1ccc(Br)cc1,8,-5,-13,2,1.1,-8,-1,3,19
CCCCCc1ccc(OCCOCCn2c[n+](C)c3ccccc32)c(CCCCC)c1,/,10,/,/,0.3,3,79*,/,18
CCOC(=O)c1csc(NC(=O)CC2CCCC2)n1,29,-17,2,-7,2.3,6,-16,-3,15
CCCOc1ccc(C2(C(=O)O)CCCC2)cc1,11,0,-8,5,0.6,-4,-9,-1,21
NS(=O)(=O)c1ccc(NC(=O)c2ccc(S(=O)(=O)N3CCc4ccccc43)cc2)cc1,1,-5,0,-10,0.6,-7,-4,12,6
CCOc1ccccc1Nc1nnc(SCC(=O)NC(Cc2c[nH]c3ccccc23)C(=O)O)s1 (stereo not drawn),1,-8,15,-4,0.1,-7,-3,-3,10
C[C@H](O)[C@@H]1C(=O)N2CCc3c([nH]c4ccccc34)[C@@H]2C[C@@H]1N(C)C(=O)Nc1ccc(F)cc1,10,-8,-21,/,0.2,-2,-2,/,12
CC(=O)CC(=O)Nc1ccc(C(N)=O)cc1,2,-6,-6,-22,3.8,-1,2,-4,0
Cc1ccc2[nH]c(=O)c(CN(c3cccc(C)c3C)S(=O)(=O)c3ccccc3)cc2c1,/,-4,/,-9,-0.3,-5,22,-40,-1
COc1ccc(S(=O)(=O)NC(CC(=O)NCc2ccco2)C(C)C)cc1 (stereo not drawn),6,-7,10,-5,0.8,-5,-8,7,19
O=C(Nc1ccnn1C1CCN(C(=O)c2c(F)cccc2F)CC1)C1CC1,5,1,-18,8,1.1,0,-2,-12,8
CCOC(=O)[C@@H]1[C@H]2COc3cc(OC)ccc3[C@@H]2N2C(=O)N(c3cccc(Cl)c3)C(=O)[C@]12C,/,-4,/,-9,-0.1,1,-2,-30,-21
COc1cc(C(=O)OCCNC(=O)c2ccncc2)cc(OC)c1OC,3,3,-10,2,0.7,-2,-9,-17,-2
C/C(=N\Nc1nnc2c3ccccc3n(C)c2n1)c1ccc(C)o1,8,-9,2,-9,2.2,-10,-2,-13,16
CCOC(=O)c1sc(=S)n(C)c1NC(=O)c1ccccc1,1,-7,-3,-3,0.2,-3,0,-11,2
CC(C)CCN1CCN(Cc2cccc3nonc23)CC1CCO (stereo not drawn),7,-5,0,-3,-0.3,-11,-2,-15,3
O=C(CSC1=Nc2ccccc2C2=NC(CC(=O)NCc3ccco3)C(=O)N12)NCC1CCCO1 (stereo not drawn),0,-23,13,-5,0.4,-5,-4,-4,22
CC(=O)NC(Cc1c[nH]c2ccccc12)C(=O)OCC(=O)N1CCCCCC1 (stereo not drawn),8,-2,-7,-5,0.4,-2,13,14,-5
CC(=O)c1ccccc1NC(=O)COC(=O)CSCC(=O)Nc1cc(C)on1,1,-10,-22,2,1.5,-2,-4,-8,-8
CCOC(=O)CSc1ccc2nnc(CCNS(=O)(=O)c3ccccc3)n2n1,3,-4,-13,-7,0.3,-5,-4,-2,3
CC(NC(=O)C1(c2cccs2)CCOCC1)c1ccccc1 (stereo not drawn),3,-11,-8,-3,0.4,-2,-7,-1,20
CCCCOC(=O)Nc1nnc(Cc2ccc(Cl)cc2)s1,5,-12,-15,-7,0.5,-3,6,0,4
Cc1ccsc1C(=O)NNC(=O)c1csc(N2CCOCC2)n1,3,7,-6,5,0.3,-2,1,-1,-1
CC(=O)NCC(=O)N(C)C(C(=O)Nc1ccc2c(c1)OCCO2)c1ccc(C)cc1 (stereo not drawn),0,-5,-17,-2,4.2,-2,18,6,9
CNC(=O)C(=O)NCCc1ccc(Cl)cc1,4,-6,-4,-9,0.6,-4,-4,-11,13
Fc1ccccc1-c1nc(-c2ccccc2)no1,2,-9,5,-10,-0.2,-2,-20,-12,13
O=C(CNC(=O)c1ccc(Cl)c([N+](=O)[O-])c1)NCC1CCCO1 (stereo not drawn),0,-14,4,-8,-0.3,2,-11,1,14
COc1ccc(OC)c(CNC(=O)C2CCN(S(=O)(=O)N3CCCC3)CC2)c1,10,-20,-30,-4,0.9,-2,0,0,1
CC(C)Oc1ccc(C(CC(=O)N(C)CCC#N)c2ccc(F)cc2)cc1 (stereo not drawn),-2,4,-8,-6,0.5,-5,-3,-14,0
CCN(CC)c1ccc(N=Cc2ccc([N+](=O)[O-])o2)cc1,1,22,-13,-5,-0.3,-3,3,-7,-13
COc1ccc(S(=O)(=O)N2Cc3ccccc3CC2C(=O)Nc2ccc(O)cc2)cc1OC (stereo not drawn),13,3,47,-8,4.5,2,14,8,16
COc1cc(C2c3cc4c(cc3OC(N3CCCC3)C2C)OCO4)cc(OC)c1O (stereo not drawn),3,-17,-7,/,1.0,-1,-19,/,25
O=C(c1ccco1)N(Cc1cccnc1)C(c1ccccc1)c1nc2ccccc2[nH]1 (stereo not drawn),1,2,-11,/,0.8,-11,-13,/,20
COc1ccc(OCCOC(=O)C(C)NS(=O)(=O)c2ccc(NC(C)=O)cc2)cc1 (stereo not drawn),11,11,38,-9,2.9,2,-4,-15,-14
Cc1cc(C)n2nc(C(=O)OCC(=O)c3ccccc3Cl)nc2n1,13,-9,-22,-2,0.5,-2,-1,-1,21
Cc1ccc(C(=O)Nc2ccc3c(c2)OCO3)cc1S(=O)(=O)N1CCOCC1,-2,-4,-14,1,1.2,-4,-9,-13,-1
O=C(c1ccc(CS(=O)(=O)c2ccc(Br)cc2)o1)N1CCN(c2ccccn2)CC1,5,-6,34,-5,3.8,-5,-6,-19,4
CC(CN1CCOCC1)OC(=O)c1ccc(C(C)(C)C)cc1 (stereo not drawn),4,-5,4,-13,4.4,-8,0,-9,8

# Reformatted: four of the compounds above.
# Under each structure: TAAR1 ag, CHO-K1 Ca antag, TAAR1 antag, OXTR potentiator, M1 ag parental, M1 ag, CHRM1 antagonist, CHO parental Ca, CHO-K1 Ca PAM
- O=C(c1ccc(CS(=O)(=O)c2ccc(Br)cc2)o1)N1CCN(c2ccccn2)CC1
 : 5, -6, 34, -5, 3.8, -5, -6, -19, 4
- COc1ccc(OCCOC(=O)C(C)NS(=O)(=O)c2ccc(NC(C)=O)cc2)cc1 (stereo not drawn)
 : 11, 11, 38, -9, 2.9, 2, -4, -15, -14
- O=C(CNC(=O)c1ccc(Cl)c([N+](=O)[O-])c1)NCC1CCCO1 (stereo not drawn)
 : 0, -14, 4, -8, -0.3, 2, -11, 1, 14
- CC(C)Oc1ccc(C(CC(=O)N(C)CCC#N)c2ccc(F)cc2)cc1 (stereo not drawn)
 : -2, 4, -8, -6, 0.5, -5, -3, -14, 0
